# SRC1 TRFRET art: TR-FRET detection interference compounds, primary screen, artefact control for PPARgamma SRC-1 recruitment agonists, biochemical, TR-FRET emission ratio. TR-FRET detection artefact counter-screen; stronger effect = higher value. 0.34% of 99,000 active. TR-FRET ratio at 8 µM; in the data active means TR-FRET ratio above about 2300; further: inactives centre near 1800
# SRC3 TRFRET art: TR-FRET detection interference compounds, artefact control for PPARgamma SRC-3 recruitment agonists, biochemical, TR-FRET ratio; TR-FRET artefact counter-screen, PPARgamma/SRC-3 format; stronger effect = higher value; 0.39% of 99,000 active; TR-FRET ratio at 8 µM; AID 1048, 2008; in the data active means TR-FRET ratio above about 2000; further: inactives centre near 1600
# The depositor's hits bear a star.
# Preview (20 entries):
SMILES,SRC1 TRFRET art,SRC3 TRFRET art
CC1Cc2ccccc2N1C1=CC(=O)CC(C)(C)C1 (stereo unspecified),1847,1529
COc1cccc(S(=O)(=O)NCc2ccc(C(=O)Nc3ccc(Cl)cc3)cc2)c1,1689,1515
CN1C(=O)/C(=C/c2cc(C(C)(C)C)c(O)c(C(C)(C)C)c2)NC1=S,1998,1650
Cc1ccc(N(CCCCN2C(=O)c3ccccc3C2=O)C(=O)c2ccc(Cl)s2)cc1,1947,1642
CCC(CC)C(=O)c1c[nH]c(C(=O)NN)c1,2165,1534
CC1=NNC(=O)C1CCC(=O)N/N=C\c1cccc(Cl)c1 (stereo unspecified),2206,1745
c1ccc(C2c3c(ccc4ccccc34)Oc3ncn4nc(-c5ccco5)nc4c32)cc1 (stereo unspecified),1602,1444
COc1ccccc1C(=O)NC(=S)Nc1cc(C(=O)O)ccc1C,1939,1548
COc1ccc(Cl)cc1NC(=S)NN1CCOCC1,1808,1649
Cc1ccc(NC(=O)CN2CCc3ccccc3C2)cc1S(=O)(=O)N1CCOCC1,1480,1448
CCOC(=O)C1CCCN(C(=O)/C=C/c2ccc([N+](=O)[O-])cc2)C1 (stereo unspecified),1844,1408
O=C(/C=C/c1cccc([N+](=O)[O-])c1)Nc1ccc(NC(=O)c2cccs2)cc1,1777,1594
COc1ccc(OCC(=O)Nc2cccc3cccnc23)cc1,2429*,1536
Cc1ccnn1C(C)C(=O)O (stereo unspecified),1687,1590
Cc1nn(CCC(=O)NNC(=S)Nc2ccccc2)c(C)c1Br,1808,1677
O=C(CCCn1c(SCC(=O)NCCc2ccccc2)nc2ccccc2c1=O)NCC1CCCO1 (stereo unspecified),1705,1661
O=C(CNS(=O)(=O)c1ccccc1)NCC(=O)OCc1ccc(Br)cc1,1704,1527
CCCOC(=O)CCNc1n[nH]c(=O)[nH]c1=O,1837,1675
Cc1ccc2nc(SCC(=O)Nc3cccc(S(=O)(=O)N(C)C)c3)[nH]c2c1,1737,1606
CNc1c(C(=O)O)ccc2c1C(=O)c1ccccc1C2=O,1994,1846

# This part in full, from the first entry:
SMILES,SRC1 TRFRET art,SRC3 TRFRET art
CC1Cc2ccccc2N1C1=CC(=O)CC(C)(C)C1 (stereo unspecified),1847,1529
COc1cccc(S(=O)(=O)NCc2ccc(C(=O)Nc3ccc(Cl)cc3)cc2)c1,1689,1515
CN1C(=O)/C(=C/c2cc(C(C)(C)C)c(O)c(C(C)(C)C)c2)NC1=S,1998,1650
Cc1ccc(N(CCCCN2C(=O)c3ccccc3C2=O)C(=O)c2ccc(Cl)s2)cc1,1947,1642
CCC(CC)C(=O)c1c[nH]c(C(=O)NN)c1,2165,1534
CC1=NNC(=O)C1CCC(=O)N/N=C\c1cccc(Cl)c1 (stereo unspecified),2206,1745
c1ccc(C2c3c(ccc4ccccc34)Oc3ncn4nc(-c5ccco5)nc4c32)cc1 (stereo unspecified),1602,1444
COc1ccccc1C(=O)NC(=S)Nc1cc(C(=O)O)ccc1C,1939,1548
COc1ccc(Cl)cc1NC(=S)NN1CCOCC1,1808,1649
Cc1ccc(NC(=O)CN2CCc3ccccc3C2)cc1S(=O)(=O)N1CCOCC1,1480,1448
CCOC(=O)C1CCCN(C(=O)/C=C/c2ccc([N+](=O)[O-])cc2)C1 (stereo unspecified),1844,1408
O=C(/C=C/c1cccc([N+](=O)[O-])c1)Nc1ccc(NC(=O)c2cccs2)cc1,1777,1594
COc1ccc(OCC(=O)Nc2cccc3cccnc23)cc1,2429*,1536
Cc1ccnn1C(C)C(=O)O (stereo unspecified),1687,1590
Cc1nn(CCC(=O)NNC(=S)Nc2ccccc2)c(C)c1Br,1808,1677
O=C(CCCn1c(SCC(=O)NCCc2ccccc2)nc2ccccc2c1=O)NCC1CCCO1 (stereo unspecified),1705,1661
O=C(CNS(=O)(=O)c1ccccc1)NCC(=O)OCc1ccc(Br)cc1,1704,1527
CCCOC(=O)CCNc1n[nH]c(=O)[nH]c1=O,1837,1675
Cc1ccc2nc(SCC(=O)Nc3cccc(S(=O)(=O)N(C)C)c3)[nH]c2c1,1737,1606
CNc1c(C(=O)O)ccc2c1C(=O)c1ccccc1C2=O,1994,1846
Cc1noc(C)c1COC(=O)c1cnc(Cl)c(Cl)c1,1508,1385
CCC(C)NC(=O)CSc1nnc(-c2ccc(C(C)(C)C)cc2)n1C (stereo unspecified),1605,1412
O=C(Nc1ccc(C(F)(F)F)cc1)c1cnc(N2CCN(c3ccccn3)CC2)c2ccccc12,1804,1600
COc1cccc2c1C(=O)C=C(C)C2=O,2107,1708
Cc1ccc(C)c(N(C)S(=O)(=O)c2cccc3nsnc23)c1,2008,1685
CCN(CC)C(=O)Cn1cc(C(=O)C2CC2)c2ccccc21,1525,1541
O=C(NCc1ccc(F)cc1)c1ccc(Br)o1,1896,1418
CCOC(=O)/C=C1\Nc2ccccc2OC1=O,2036,1497
O=S(=O)(c1ccccc1)c1nc(NC2CC2)sc1Cl,1588,1800
CC(CCCCC(=O)Nc1ccc(C(F)(F)F)cc1)NCCc1cnc[nH]1 (stereo unspecified),1881,1538
O=C1CC(NCC2CCCO2)C(=O)N1c1ccc(F)cc1 (stereo unspecified),1519,1490
FC(F)(F)c1ccc(/C=N/N2CCN(Cc3ccccc3)CC2)cc1,1897,1679
CN(CC(=O)NCCc1ccc(F)cc1)Cc1cccs1,1521,1414
COc1cc(OC)c(CNC2CCCCCC2)cc1Br,1674,1447
CN(C(=O)CSc1nnc(-c2ccc(Cl)cc2)n1CC1CCCO1)C1CCS(=O)(=O)C1 (stereo unspecified),1734,1421
CC1(C)C(=O)Nc2ccccc2N1C(=O)CN1C(=O)NC(CCc2ccccc2)C1=O (stereo unspecified),1747,1424
CC1C2NC(=O)N(Cc3ccccc3)C1(C)Oc1ccccc12 (stereo unspecified),1907,1665
CCOC(=O)c1cc2c(=O)n3ccccc3nc2n(Cc2ccco2)c1=NC(=O)c1ccc(OC)cc1OC,1904,1497
O=C(NCc1ccco1)/C(=C/c1cccc(C(F)(F)F)c1)c1nc2ccccc2[nH]1,2022,1530
O=C(CSc1nc2[nH]ncc2c(=O)[nH]1)NCCc1ccccc1,1497,1556
N#Cc1cccc(N=Cc2c(O)ccc3ccccc23)c1,1665,1573
O=C1CC(c2ccccc2)CC(O)=C1C=Nc1ccccc1O (stereo unspecified),1865,1565
CCn1cnc2sc(C(=O)Oc3ccc(Br)cc3)c(C)c2c1=O,1713,1550
CC1CCCC(NC(=O)COC(=O)/C=C/c2ccc3c(c2)OCO3)C1C (stereo unspecified),1528,1427
CCSc1n[nH]c(=S)s1,2138,1862
CC(C)C(C(=O)Nc1ccc(S(N)(=O)=O)cc1)N1C(=O)c2ccccc2C1=O (stereo unspecified),1715,1542
Cc1ccc(C(=O)Nc2nnc(COc3ccccc3)s2)cc1,1595,1622
Cc1cccc(C(=O)NC(=S)NNC(=O)Cc2ccccc2)c1,1704,1699
Cc1ccc(C)c(N2C(=O)c3ccc(C(=O)OCC(=O)c4c(N)n(C)c(=O)n(C)c4=O)cc3C2=O)c1,1942,1525
COC(=O)c1ccc(CSc2cc(C)c3cc(C)cc(C)c3n2)o1,1850,1750
CC(=O)CCc1ccc(OCCCCN2CCC(Cc3ccccc3)CC2)cc1,1744,1683
COc1cccc(OCc2nnc(SCC(=O)N3c4ccccc4Sc4ccc(Cl)cc43)o2)c1,1873,1491
CC1=C(C#N)C(c2ccccc2)C2=C(N1)c1ccccc1C2=O (stereo unspecified),2035,1736
COC(=O)c1ccccc1NC(=O)CN1CCN(C23CC4CC(CC(C4)C2)C3)CC1,1708,1530
CSc1ccccc1C(=O)NCc1ccc(F)cc1,1635,1595
CC/C(=N\NC(=O)c1ccoc1C)c1ccc(C)o1,1742,1561
O=C(Nc1ccccc1)N1CCC(C(=O)N2CCN(c3ccccc3F)CC2)CC1,1703,1632
COc1cc(OC)c(NC(C)C(=O)N2CCCC2)cc1Cl (stereo unspecified),1645,1694
CCC/C(=N\NC(=O)c1ccccc1C)c1ccccc1,1564,1515
CCOc1ccccc1OCCC(=O)Nc1ccc(F)c(Cl)c1,2064,1643
# New compounds follow.
SMILES,SRC1 TRFRET art,SRC3 TRFRET art
O=C(N/N=C/c1ccc([N+](=O)[O-])s1)C(O)c1ccccc1 (stereo unspecified),2169,1604
C#Cc1ccc([C@@H]2C=C(C(=O)N3CCOCC3)O[C@H](OCCCCO)C2)cc1,1710,1610
CCN(CC)c1ccc(S(=O)(=O)N(CC)CC)cc1NC(=O)C1CCCC1,1969,1517
CCn1c(COc2cccc(C)c2C)nnc1SCC(=O)Nc1cc(C)on1,1859,1514
Cn1cc(C(=O)N/N=C/C2=C(N3CCOCC3)C(=C\c3ccccc3)/CC2)ccc1=O,1750,1535
Cc1[nH]n(-c2ccc(Cl)cc2)c(=O)c1C(=O)c1ccccc1,1663,1610
COc1cccc(C(=O)C2CCCN(C(=O)CCc3scnc3C)C2)c1 (stereo unspecified),1704,1566
CCCNS(=O)(=O)c1ccc(CCC(=O)N2CCN(c3ccc(F)cc3)CC2)cc1,2085,1594
CCOC(=O)N1CCN(C(=O)C2CCN(Cc3ccc(OC)cc3OC)CC2)CC1,1486,1544
O=S(=O)(Cc1ccccc1)NCC1CCCO1 (stereo unspecified),1780,1760
COC(=O)NC1CCC(NC(=O)OC)CC1 (stereo unspecified),1898,1593
CC(C)N1CCN(Cc2cccc3nonc23)CC1CCO (stereo unspecified),1707,1739
CC(=O)/C(=N\Nc1ccc(Cl)cc1Cl)Sc1cccc2cccnc12,1644,1501
CSCC(=O)N1CCCC(CNC(=O)c2ccc(-c3ccccc3)cc2)C1 (stereo unspecified),1784,1421
CCc1nnc(NS(=O)(=O)c2ccc(NC(=S)Nc3ccc(F)cc3)cc2)s1,1738,1629
COc1ccc(C(=O)O/N=C2\CCCc3nonc32)cc1,1970,1539
CC(=O)NCCCNc1ccc([N+](=O)[O-])cc1,1918,1788
Cc1cc(=O)[nH]c(N/N=C/c2c(C)nn(-c3ccc(F)cc3)c2Cl)n1,1626,1451
Cc1nc2cc(N)ccc2n1-c1ccccc1,2090,1575
COc1ccc(C)cc1NC(=O)C1CCCN1C(=O)OCc1ccccc1 (stereo unspecified),1728,1717
O=C(c1ccc2c3c(cccc13)CC2)C1CCCN(Cc2ccccn2)C1 (stereo unspecified),1727,1659
CCOC(=O)c1sc(=NC(=O)COc2ccccc2)n(C)c1C,1664,1744
O=C(NCCCl)C1Cc2c(ccc3ccccc23)O1 (stereo unspecified),1930,1748
Cc1noc(C)c1C(=O)OCC(=O)Nc1cc(S(=O)(=O)N2CCOCC2)ccc1Cl,2016,1678
N#Cc1nc(-c2ccccc2)oc1NCCCn1ccnc1,1891,1473
CCOc1ccc(S(=O)(=O)N(CC(=O)NCC(F)(F)F)Cc2ccco2)cc1,1602,1448
COC(OC)c1ccc(C#N)c(=O)[nH]1,1914,1546
C/C(O)=C(\N=Nc1cc(C)ccc1O)C(N)=O,1631,1586
CCN1CCc2c(sc(NC(=O)CN3C(=O)c4ccccc4C3=O)c2C(N)=O)C1,1787,1578
COC(CNC(=O)c1ccc(-n2c(=S)[nH]c3ccccc3c2=O)cc1)OC,1866,1583
CCC(C(=O)OCC(=O)Nc1ccccc1-c1ccccc1)c1ccccc1 (stereo unspecified),1596,1298
C/C(CC(=O)Nc1ccc(Cl)cc1)=N\NC(=O)C(=O)NCCO,1760,1648
CN(C)S(=O)(=O)c1ccc(C(=O)Nc2cc(=O)n(C)c(=O)n2C)cc1,1730,1463
CCOc1ccc(S(=O)(=O)Nc2ccccc2C(=O)N2CCCC2)cc1,1892,1551
CCCS(=O)(=O)N1CCCC(C(=O)c2cccc(Cl)c2)C1 (stereo unspecified),1722,1475
c1cncc(CSc2nnc3ccc(-c4cccs4)nn23)c1,2291,1469
O=c1/c(=C/c2ccco2)sc2nc(-c3ccccc3Br)nn12,1639,1369
CCOC(=O)Cc1c(C)nc2c(-c3cccc(Br)c3)cnn2c1C,1805,1471
Cc1cccc(C)c1-n1c(C)nn(Cc2ccc([N+](=O)[O-])cc2)c1=O,1851,1720
Cc1cc(C)c(-c2cc(NC(=O)COC(=O)c3ccc(CO)cc3)n(-c3ccccc3)n2)cc1C,1674,1821
CC(=O)c1cnc(-c2ccccc2Cl)s1,2031,1925
Cc1cc(C)cc(NC(=S)/C(=C(\[O-])c2ccc(Cl)cc2Cl)[n+]2ccccc2)c1,1726,1623
CCOC(=O)c1cc(C(=O)OCC)c(=O)[nH]c1N1CCCCC1,1785,1557
COCC(C)NC(=O)CSc1nc2nn(-c3ccccc3)c(=O)c-2c2n1CCCCC2 (stereo unspecified),1595,1234
O=C(NCc1ccc2c(c1)OCO2)c1cccs1,1510,1668
COc1ccc(-c2nnn(CC(=O)N(CCCN3CCOCC3)C(C(=O)NC3CCCC3)c3ccco3)n2)cc1 (stereo unspecified),1550,1649
CC(NC(=O)CSc1cccc(C(F)(F)F)c1)c1ccccc1 (stereo unspecified),1927,1543
CCOC(=O)C1C(=O)NC(c2ccccc2)=NC1c1ccc(OC)cc1 (stereo unspecified),2054,1604
O=C(CNC(=O)c1ccncc1)N/N=C/c1ccccn1,1875,1779
COc1cc(/C=C/C(=O)O)ccc1OCc1cnc(Cl)s1,1701,1544
O=C(CSc1nnc2ccc(-c3ccncc3)nn12)N1CCCCC1,1802,1504
CCCCCOc1ccccc1C(=O)NCCCC(=O)O,1923,1653
CN1C(=O)/C(=C/C=C2\SCCN2C)SC1=S,1702,1564
CCOC(=O)C(NC(=O)c1ccccc1)(OCc1ccc(F)cc1)C(F)(F)F (stereo unspecified),1719,1548
CCc1nnc(NS(=O)(=O)c2ccc(N=CC3=C(O)CC(C)(C)CC3=O)cc2)s1,1474,1231
Cc1ccc(C(=O)Nc2ccnc(-c3ccncc3)n2)cc1,1628,1458
CCCN(CCC)CC(O)COc1ccc2c(c1)OCO2 (stereo unspecified),1791,1433
O=C(CCc1nnc(COc2ccccc2)o1)NCc1ccccc1,1957,1657
COCc1cc(C)nc(N/N=C/c2ccc(-c3ccc(C(=O)O)c(Cl)c3)o2)c1C#N,1883,1627
